Screens: PubChem BioAssay, Fisher Drug Discovery Resource Center
NPYLR7 agonist: agonists of mosquito NPYLR7 receptor, primary screen, cell-based, Aedes aegypti, calcium fluorescence, mosquito biting behavior | Aedes aegypti neuropeptide Y-like receptor 7 (NPYLR7) | activation, % at 10 µM | AID 1259423, 2018 | 270,000 tested, 0.15% active | HEK293T NPYLR7/Galpha15, GCaMP6s calcium fluorescence; in the data active = activation above about 40%;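 also: 0% = vehicle and 100% = reference agonist at the receptor; some compounds past the cut are filed as inactive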
hcGAS lum: Primary biochemical luminescence assay for human cyclic GMP-AMP synthase inhibitors. Q8N884. recombinant h-cGAS, ATP depletion, Kinase-Glo luminescence. inhibition, % at 12.5 µM. 290,000 tested, 0.081% active;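 also: 0% = vehicle reaction and 100% = reaction without DNA for no activity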
Target sequence (Q8N884 whole entry, looked up): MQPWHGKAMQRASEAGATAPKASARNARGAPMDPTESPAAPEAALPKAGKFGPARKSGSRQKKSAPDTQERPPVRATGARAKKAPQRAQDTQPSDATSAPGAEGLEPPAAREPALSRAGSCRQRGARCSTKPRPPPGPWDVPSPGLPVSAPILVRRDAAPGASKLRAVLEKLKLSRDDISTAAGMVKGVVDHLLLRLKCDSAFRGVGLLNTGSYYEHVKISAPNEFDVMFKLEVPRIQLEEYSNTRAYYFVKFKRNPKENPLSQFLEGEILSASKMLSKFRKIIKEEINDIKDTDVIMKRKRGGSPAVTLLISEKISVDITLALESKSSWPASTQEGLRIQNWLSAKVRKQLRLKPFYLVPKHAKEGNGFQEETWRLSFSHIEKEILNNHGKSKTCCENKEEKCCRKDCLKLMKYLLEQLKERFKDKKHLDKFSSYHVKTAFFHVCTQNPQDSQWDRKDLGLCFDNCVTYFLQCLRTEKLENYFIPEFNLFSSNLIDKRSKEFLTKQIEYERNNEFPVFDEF
mcGAS lum: cyclic GMP-AMP synthase inhibitors, mouse, primary biochemical chemiluminescence; Q8C6L5; recombinant cGAS, Kinase-Glo ATP depletion luminescence; inhibition, % at 12.5 µM; 160,000 tested, 0.15% active; AID 1259399, 2018;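 also: 0% = negative control wells and 100% = reference inhibitor with no enzyme activity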
* hit, by the source's call; . = not tested or not shown; & = joins results of further samples. Rule as the data show it, unless noted: active = inhibition above about 40%; inactive = the rest.

SMILES	NPYLR7 agonist	hcGAS lum	mcGAS lum
Cc1cc(C(=O)N2CCN(Cc3cc(=O)c(OCc4ccc(-c5ccccc5C#N)cc4)co3)CC2)cc(Cl)n1	9	5	3
COC(=O)c1ccc(NC(=O)NC2CCCN(C3CCCCCC3)C2)cc1 (centres undefined)	8	-10	.
CC1=CC(C(F)(F)F)(C(F)(F)F)C(C#N)C(=N)N1c1ccc(C(F)(F)F)cc1 (centres undefined)	-4	-4	.
CC(C)(C)c1ccc(CC(=O)N2CCC2(C)C(=O)NS(=O)(=O)c2cccc(OC(F)F)c2)cc1 (centres undefined)	6	-9	.
CCCc1nnc(NC(=O)C23CC4CC(CC(C)(C4)C2)C3)s1	-10	-1	-4
Cc1cnc(C)c(-c2cc(O)c3c(c2)CN(Cc2c(C)n[nH]c2C)CCO3)n1	5	-5	.
CC(C)n1cnn(CN2CCN(S(=O)(=O)c3ccccc3)CC2)c1=S	8	-6	.
COc1ccc(-c2csc(-n3nc(C)cc3NC(=O)Cc3cccs3)n2)cc1OC	-8	0	-4
CCc1ncc(CN(C)Cn2c3c(sc2=O)CC(C)CC3)s1 (centres undefined)	1	-4	.
CCOC(=O)C1C(c2ccc(Cl)cc2)n2nc(C(F)(F)F)nc2NC1(C)O (centres undefined)	10	0	1
CC(C)c1nccn1CCCNC(=O)c1ccc(N(C)C)nc1	2	1	.
OC1(Cc2cc(-c3ccccc3)no2)CCN(CCCC(F)(F)F)CC1	3	-8	.
CCCN(CCC)C(=O)c1cc(-c2ccccc2OC)n2nc(C(C)(C)C)cc2n1	1	1	0
CCCC(O)CN(Cc1cc(OC)cc(OC)c1)C1CC1 (centres undefined)	16	-4	-5
CC1CN(c2cc(Cl)nc(SCC(=O)NCCN3CCCC3)n2)CCN1C(=O)c1ccc(F)cc1 (centres undefined)	-5	-4	-2
Cc1ccc2c(C)c(C(=O)N3CCCC(CO)(Cc4ccc(F)cc4F)C3)oc2c1 (centres undefined)	-2	-8	-10
CCC(c1ccnn1C)n1cnc(-c2ccccc2)c1-c1nccn1C (centres undefined)	8	-7	.
CC(C)CN(Cc1cccs1)C(=O)c1cc2n(n1)CCCN(C)C2	21	-5	.
C=CCN(CC=C)C(=O)CN1CC=C(n2c(=O)[nH]c3ccccc32)CC1	9	-4	.
CCCN(CC1CC1)C(=O)CN1C(=O)NC(C)(c2ccc(Cl)cc2Cl)C1=O (centres undefined)	16	-14	-9
CCCN1C(=O)C(=Cc2ccc(OC)cc2OC)SC1=S	9	-4	-11
CNC(=S)N(CCCn1ccnc1)Cc1c(F)cccc1Cl	-5	5	1
COCc1nnc2sc(Cc3ccc4c(c3)CCCC4)nn12	4	45*	79*
Cc1nc(C)n(CCCc2ccccc2C)n1	16	-7	.
CNC(=O)CN(C(=O)C1CCC1)[C@@H]1C[C@@H]2CO[C@H](c3ccccc3)C[C@@H]2C1	19	-6	-8
CCc1c(C)nc(-n2nc(C)cc2C)n(CC(=O)Nc2cccc(Cl)c2)c1=O	1	1	0
CC(C)CCc1noc(CN(C)CCN2CCOCC2)n1	15	-4	-9
N#Cc1ccc(NCC(=O)Nc2ccc(Br)cc2)nc1	-2&0	0&3	1
Cc1cccnc1CN1CCN(C(=O)c2cn3ccsc3n2)CC1	1	-1	.
CSc1cccc(NC2=NC3CS(=O)(=O)CC3S2)c1 (centres undefined)	-1	-1	.
COc1cc(OC)cc(C(=O)N2CCCC2C(=O)Nc2nnc(-c3cccc(Cl)c3)s2)c1 (centres undefined)	0	-3	0
COCCNC(=O)C1(C)CCN(Cc2ccc3c(c2)OCO3)C1 (centres undefined)	1	-1	-3
CC(C)CN(CCC(=O)NC(C)CCc1ccccc1)c1nc(Cc2ccccc2)ns1 (centres undefined)	0	-5	-4
CCOc1ncccc1CN1CCCC(C(=O)NCCc2ccc(S(N)(=O)=O)cc2)C1 (centres undefined)	-15	-3	.
CCC1CCC(=NNC(=O)OC(C)(C)C)CC1 (centres undefined)	5	2	1
Cc1nn(C)c(C)c1S(=O)(=O)N1CCN2C(=O)CN(C)C(=O)C2C1 (centres undefined)	6	-4	.
O=S(=O)(Nc1cnn(Cc2cccnc2)c1)c1cccc(F)c1F	4	-8	.
Cc1ccsc1CNc1ccc(C(=O)NCC(O)CO)cc1 (centres undefined)	13	-2	-13
CSC(=S)N/N=C(/c1ccccc1)c1ccccn1	-1	64*	6
Cc1cc(C)n(-c2ccc(C(=O)N3CCCCC3)cc2)n1	4	-2	-3
CCCCCc1ccc(C(=O)Nc2ccc(N3CCCC3)c(C(=O)NC(C)C)c2)cc1	9	2	-9
c1ccc(CCc2n[nH]c(COc3ccc4c(c3)OCO4)n2)cc1	2	-3	.
COc1cc(NC(=O)c2cc(=O)c3cc(C)ccc3o2)cc(OC)c1	2	-10	-4
Cc1ccccc1C(C)NC(=O)CCc1c(C)nc2ncnn2c1C (centres undefined)	2	3	0
COC(=O)c1ccc(-c2nc(CN3CCCC3c3ccccc3OC)c(C)o2)cc1 (centres undefined)	-8	-4	-5
CC1CCN(C(=O)COc2ccccc2-c2[nH]cnc2-c2ccccc2)CC1	3	-7	-19
O=C1CCCN1CC1CCCNC1 (centres undefined)	-2	0	.
O=C(NCc1nnnn1C1CCCCC1)c1c(F)cccc1F	32	-6	-9
CC(C)COC(=O)N1[C@@H](c2ccco2)[C@@H](CO)C[C@]12CCCCN(CCO)C2=O	8	-6	-7
O=C(CSc1nc(=O)n(Cc2ccco2)c2c1CCC2)Nc1ccccc1	-12	-1	-1
CC1(C)CC(=O)C2C(=Nc3ccccc3N(C(=O)Cc3ccc(Cl)cc3)C2c2ccccc2F)C1 (centres undefined)	2	-8	-7
CCCc1cc(=O)[nH]c(-n2nc(C)cc2C)n1	-3	-5	.
Cc1nc2n(n1)C(=O)C(C(c1ccc(C(C)C)cc1)N1CCC(O)CC1)S2 (centres undefined)	9	5	.
COc1ccc(OC)c2c1sc(=NC(=O)CCS(=O)(=O)c1ccc(F)cc1)n2C	3	-7	-8
O=C1NCC2(CCCN(C(=O)CCCn3cncn3)C2)O1 (centres undefined)	6	-6	-11
CCN1CCN(c2ccc(C(=O)N3CCCC(c4ccccc4)CC3)cn2)CC1 (centres undefined)	10	-5	.
Cc1nn(CC(=O)N(C)CC(=O)Nc2ccc(Cl)c(C(F)(F)F)c2)c(C)c1[N+](=O)[O-]	2	-1	.
COc1cccc(NC(=O)CN2CCCC(N3CCCC3=O)C2)c1 (centres undefined)	9	-2	.
O=C(NCc1cccnc1-n1ccnc1)c1cnc(-c2cccnc2)nc1	24	-3	.
CCCCN(CC(=O)Nc1cc(C(C)(C)C)nn1-c1ccc(OC)cc1)C(=O)Nc1ccc(SC)cc1	-2	-5	-3

The listing continues.
SMILES	NPYLR7 agonist	hcGAS lum	mcGAS lum
CO[C@H]1CN(C(=O)CCc2nc3ccccc3[nH]2)CC[C@H]1N	3	-6	.
CCC(C)N(Cc1cccc(Cl)c1)C(=O)c1ccc(C#CC(C)(C)O)o1 (centres undefined)	-1	-6	.
Cc1ccc(CSc2sc3c(O)cc(=O)[nH]c3c2C(N)=O)cc1	0	-3	-6
CS(=O)(=O)N1CCOC(CNC(=O)c2nc3ccccc3s2)C1 (centres undefined)	.	-4	-10
CCN(CC)CCN(C(=O)c1ccc(S(C)(=O)=O)cc1)c1nc2cc(C)cc(C)c2s1	-1	-5	-7
O=C(Nc1cccc(S(=O)(=O)N2CCCC2)c1)c1cccs1	8	-6	-7
COC(=O)c1cc(CN2CCC3(CCCN(C)C3=O)C2)ccc1O (centres undefined)	1	-2	.
COc1ccc(OC)c(-c2nc3ccccn3c2NCc2ccccc2)c1	28	-4	-4
CN1CC2(CCN(C(=O)c3[nH]ncc3Cl)CC2)CC1C(=O)O (centres undefined)	7	-3	.
CCOC(=O)N1CCN(C2CCCN(C(=O)c3ccccc3SC)C2)CC1 (centres undefined)	1	-10	.
CN1CCCN(c2ncccc2CNC(=O)CSc2ncn[nH]2)CC1	-1	-9	-13
COc1cc(=O)n(-c2ccccc2C)nc1C(=O)Nc1ccccc1	4	-10	.
COc1ccccc1C(=O)Nc1ccc(-c2nc3cc(C)ccc3o2)cc1C	-1	-1	-4
COC(=O)CCn1c(=O)c2c(nc3n(C4CCCCC4)c(C)cn23)n(C)c1=O	8	-5	.
Cc1cc(C)c(C(N)=O)c(NCc2ccc(Cl)cc2)n1	-3	-7	.
COc1ccc(OC)c(-c2cccc(-c3cccc(NC(=O)c4cc(OC)c(OC)c(OC)c4)c3)n2)c1	5	-4	-5
Cc1nc(-c2ccc(Oc3ncc(C(F)(F)F)cc3Cl)cc2)no1	0	-3	.
CCOC(=O)c1nn(-c2ccccc2Cl)c(=O)cc1OS(=O)(=O)c1c(C)noc1C	9	-4	.
Cc1cc(C)c(OC(C)C(=O)Nc2cc(C)on2)c([N+](=O)[O-])c1 (centres undefined)	24	-11	.
O=C(c1ccc(-c2cccc(Cl)c2Cl)o1)N1CCN(S(=O)(=O)c2ccc(F)cc2)CC1	13	-5	-8
O=C(NC1CCN(c2ccccc2C(=O)N2CCOCC2)CC1)c1ccc([N+](=O)[O-])cc1	20	-4	-6
O=C(CSc1nc2ccccc2c(=O)n1CCC1=CCCCC1)NNC(=O)c1cccs1	-2	1	.
Cc1ccccc1CSc1ncc(CO)n1CC(=O)NCc1ccc(Cl)cc1	0	1	.
O=C(NCCc1ccccn1)N1CCCc2ccc(F)cc21	-18	-13	.
CC(=O)NC(C)C(=O)NC(C)C12CC3CC(CC(C3)C1)C2 (centres undefined)	10	-4	.
O=C1CCCc2nc3nc4ccccc4n3cc21	8	-6	.
COc1ccc(N2CCN(c3cc(C(=O)NCCc4cccc(OC)c4)c4ccccc4n3)CC2)cc1	5	-6	-6
Cc1csc(C(C#N)=Cc2cc3c(cc2Br)OCO3)n1	26	-21	-5
CC(C)c1[nH]n(-c2ccc([N+](=O)[O-])cc2)c(=O)c1C(=O)CNCc1ccccc1	.	0	-1
Cc1[nH]c2ccccc2c1/C=N\NC(=O)c1cc(C23CC4CC(CC(C4)C2)C3)[nH]n1	-4	-6	-6
Oc1c2cccnc2cn1CC1(COc2ccccc2)CC1	0	-9	.
O=C1NCC(=O)N2CCN(Cc3ccc4c(c3)Cc3ccccc3-4)CC12 (centres undefined)	8	-4	-10
c1cc(-c2ccncc2)c2cccnc2c1	5	-4	-15
CCCCc1ncc(CN2CCC3(CC2)OCCCC3O)[nH]1 (centres undefined)	.	-6	-6
CCCCn1nc(C)c(CNCC(C)c2ccccc2)c1Cl (centres undefined)	2	-10	.
O=C(Nc1cccnc1)c1cccc(S(=O)(=O)N2CCCCC2)c1	-14	-3	-6
COc1ccc(C2=CSC3=NS(=O)(=O)CCN23)cc1Cl	-5	5	.
CN(C)CCNc1ccc2c(-c3ccccc3)noc2n1	16	-4	-5
COc1ccc2nc(N(CCCN(C)C)C(=O)c3cc(C)on3)sc2c1	1	-10	-7
CCOC(=O)c1c(-c2ccc(F)cc2)csc1NC(=O)COc1ccc(C#N)cc1OC	0	-1	-1
Cc1cnccc1N1CCCN(Cc2cn[nH]c2C(=O)O)CC1	1	-5	-12
COc1ccc(CCN2C(=O)CSC2c2ccc(OC)c(OC)c2)cc1OC (centres undefined)	-3	-3	-6
O=C(NC1CCCCC1)c1nnc2n1CCN(C(=O)c1ccc3occc3c1)C2	8	-9	.
COc1cn(CC(=O)Nc2cc(C)on2)c(CSc2ncccn2)cc1=O	-3	-7	-7
COc1ccc(NC(=O)C2(C)CCN2Cc2ccc(OC(F)(F)F)cc2)cc1OC (centres undefined)	10	-4	.
CCCC(=O)N1CCC(NC(CC)C2CC(O)C2)CC1 (centres undefined)	.	-4	-5
CSc1nc(NCC(C)C)c2cnn(CCNC(=O)c3ccc4ccccc4c3)c2n1	.	-6	-5
CC(C)CCN(C1CCOCC1)C1CCN(C(=O)c2ccncc2)CC1	.	-10	-4
